AID2073 = inhibitors of Mint1-CaV2.2 protein interaction, biochemical, HTRF (AID 2073); inhibition, % at 20 µM, or IC50 in µM where a hit was titrated; HTRF protein-protein interaction, Mint1-CaV2.2; higher % means a stronger effect; 290,000 tested, 0.19% active; in the data active = inhibition mostly above about 51%, no sharp cut-off; note: some results filed as inactive read as strong as hits
WT yeast gro inh = growth inhibition of WT yeast, mitochondrial fusion screen; mitochondrial fusion phenotypic screen, WT strain; 190,000 tested, 2.1% active; inhibition, % at 10 µM; in the data active = inhibition above about 58%; tested in S. cerevisiae
NS5 inhibitors = Dengue-2 NS5 methyltransferase inhibitors, primary screen, biochemical, confirmation dose response (AID 588689) | Dengue-2 NS5 methyltransferase capping enzyme assay, biochemical; higher % means a stronger effect | one-dose inhibition, % at 25 µM; IC50 in µM for titrated hits | 340,000 tested, 0.3% active; in the data active = a potency from the dose series
Autophagy mod = autophagy modulation, high-content screen | 190,000 tested, 0.98% active | MEF GFP-LC3 puncta imaging; test concentration mostly 10 µM | calls only at 10 µM (by protocol);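 active = percentage of spot-positive cells more than 3 SD above its plate mean, without a fluorescence outlier flag or 80% toxicity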;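 note: spot-positive cell cutoff set from DMSO-treated cells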
NTR1 ag = NTR1-driven beta-arrestin-GFP spot formation – imaging, U2OS cells, high content, primary screen (AID 493036). agonist mode. activation, % at 20 µM. 330,000 tested, 0.17% active;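 active = activation at or above 40% of the spot to cytoplasm intensity ratio, with at least 20 cells analyzed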;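 note: 0% = DMSO without peptide and 100% = 100 nM NTR1 peptide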
Target sequence (P30989 whole entry, looked up): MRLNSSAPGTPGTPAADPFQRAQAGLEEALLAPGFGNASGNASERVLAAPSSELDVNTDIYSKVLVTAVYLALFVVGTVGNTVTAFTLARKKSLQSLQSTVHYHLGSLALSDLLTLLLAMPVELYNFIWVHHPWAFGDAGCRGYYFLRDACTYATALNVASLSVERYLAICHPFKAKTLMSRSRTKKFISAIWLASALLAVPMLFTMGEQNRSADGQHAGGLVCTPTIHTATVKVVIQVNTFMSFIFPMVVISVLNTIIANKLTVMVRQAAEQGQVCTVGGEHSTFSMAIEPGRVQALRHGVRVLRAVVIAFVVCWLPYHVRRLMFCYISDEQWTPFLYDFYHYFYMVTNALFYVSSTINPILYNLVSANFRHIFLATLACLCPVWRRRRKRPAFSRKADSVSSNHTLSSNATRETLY
LYP inhibition = PTPN22 lymphoid phosphatase activity blockers – biochemical, fluorescence intensity, uHTS (AID 1779). recombinant LYP phosphatase, fluorescence intensity; higher % means a stronger effect. 290,000 tested, 0.054% active. inhibition, % at 11.5 µM, or IC50 in µM where a hit was titrated; in the data active = inhibition above about 50%;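 note: plate controls were vehicle with enzyme for no effect and no enzyme for full effect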
UTI89 phage lysis = protection from phage-mediated lysis, alamar blue read-out – E. coli UTI89, K1F phage, bacterial capsule biogenesis inhibitors (AID 488966); 340,000 tested, 0.02% active; inhibition, % at 100 µM; hits with a dose series show IC50 in µM; E. coli UTI89 K1F phage lysis, alamar blue, 2 h; higher % means a stronger effect;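 active = phage lysis inhibition, versus mean bacterial control, above a set limit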;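 note: capsule biogenesis inhibitors block K1F phage lysis so surviving cells raise fluorescence; higher fluorescence means more inhibition of phage lysis; actives were called in the ten point dose series up to 300 µM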
RSV CPE inhibition = RSV antiviral activity via CPE protection, HEp-2 cells, primary 10 µM value included (AID 2391); HEp-2 cells, RSV-induced CPE inhibition; higher % means a stronger effect; CPE inhibition, % at 10 µM; hits with a dose series show IC50 in µM; 310,000 tested, 0.13% active; in the data active = a potency from the dose series; note: strong numbers were not always called active
GPR35 arrestin U2OS = GPR35 antagonists blocking zaprinast-driven arrestin recruitment, primary screen, imaging, U2OS, beta-arrestin-GFP, zaprinast agonist (AID 2058); U2OS GPR35 beta-arrestin-GFP translocation imaging, zaprinast antagonism; higher % means a stronger effect; one-dose inhibition, % at 10 µM; IC50 in µM for titrated hits; 290,000 tested, 0.052% active;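 active = inhibition of at least 50% with at least 30 cells and total cytoplasm GFP at most 10,000,000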
WT yeast gro inh mutant strain = recorded beside WT yeast gro inh, whose call it bears; inhibition, %; mitochondrial fusion phenotypic screen, mutant strain inhibition
Autophagy mod cell loss 18 h = further read-out of Autophagy mod, marked with its call; toxicity, %; measured here: cell loss, nuclei count;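 cell loss after 18 h compound exposure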
NTR1 ag cell count 20 µM = second read-out of NTR1 ag, no call of its own (marks repeat the call); cell count; measured here: cell count, cytotoxicity flag
NS5 inhibitors pilot replicate = further read-out of NS5 inhibitors, marked with its call; inhibition, %; measured here: pilot screen replicate inhibition
* = called active by the depositor; i = inactive; / = no result given; [ ] = another dose, or the depositor's remark. Rows are unselected. Share with any hit: about 2.6%.

SMILES	AID2073	WT yeast gro inh	WT yeast gro inh mutant strain	NS5 inhibitors	Autophagy mod	Autophagy mod cell loss 18 h	NTR1 ag	NTR1 ag cell count 20 µM	LYP inhibition	UTI89 phage lysis	RSV CPE inhibition	GPR35 arrestin U2OS	others
CC(=O)Nc1ccc(S(=O)(=O)N2CCN(c3nc(NC4CCCC4)c4ccccc4n3)CC2)cc1	2%	10	-10	1%	i	-11	16	28	-5%	0.3%	0.5%	-2%
COc1cc(C2=NOC(C(=O)N3CCCc4ccccc43)C2)cc(OC)c1OC (centres undefined)	-2%	-23	-9	2%	i	-1	2.0	55	-10%	1.8%	2.1%	4%
CC(C1CC2CCC1C2)n1c(COc2ccccc2F)nnc1SCC(N)=O (centres undefined)	26%	15	0	-3%	i	-1	1.6	61	-6%	-0.1%	0.3%	-10%
CC(=O)Nc1ccc(S(=O)(=O)N2CCSC2c2ccco2)cc1 (centres undefined)	-14%	5	1	5%	i	3	2.3	41	-5%	0.1%	3.3%	-15%
O=C(/C=C/c1ccc(Cl)c(Cl)c1)NC1=NCCS1	-4%	19	-12	-2%	i	16	1.7	50	-7%	-1.2%	1.6%	11%
COc1ccc(OC)c(N2C(=O)C(Cl)=C(N3CCOCC3)C2=O)c1	1%	10	24	18µM*	i	-5	-0.6	69	-6%	-0.1%	3.7%	-4%
COc1ccc(S(=O)(=O)NCc2cccnc2)cc1NC(=O)c1ccccc1	28%	/	/	-7%	/	/	0.0	46	-10%	0.4%	0.7%	16%
CC(NC(=O)CCc1ccccc1)c1ccc2c(c1)OCO2 (centres undefined)	10%	/	/	-6%	/	/	1.7	55	-5%	1.1%	0.2%	19%
c1ccc(CCNc2nc(-c3ccccn3)cs2)cc1	5%	65	75	-4%	i	-12	-1.0	25	-3%	0.3%	8.1%	14%
O=C(Nc1nc(-c2cc(Cl)sc2Cl)cs1)c1ccc(Br)s1	6%	31	4	-2%	i	-1	0.0	87	-7%	0.2%	12%	2%
CC(C)Cc1nc2sc3c(=O)[nH]cnc3c2c2c1CCCC2	9%	18	19	-9%	i	-35	2.4	43	0%	0.2%	4.2%	-12%
COc1cccc(-c2nnc(NC(=O)c3ccc4ncsc4c3)o2)c1	32%	46	48	-1%	i	8	2.6	51	-10%	i	7.4%	/
CC(=O)N1N=C(c2ccccc2)CC1c1ccc(F)cc1 (centres undefined)	-5%	/	/	-8%	/	/	0.3	48	-3%	0.3%	1.9%	-6%
COC(=O)c1ccc2c(c1)N(Cc1nc(-c3ccc(Cl)cc3)oc1C)C(=O)C1CCCN21 (centres undefined)	/	/	/	-9%	/	/	-0.1	63	/	0.1%	2.2%	/
Cc1cc(C)c2c(c1)cc(C)c1nnc(SCC(=O)N3CCCc4ccccc43)n12	6%	8	-10	-1%	i	11	3.2	64	0%	3.1%	52%	1%
Cc1cc(C)c(C2=CSC3=NS(=O)(=O)CCN23)c(C)c1	-3%	-1	-17	-14%	i	5	-0.4	44	0%	-0.3%	-0.4%	-2%
CC(Oc1ccccc1)C(=O)N=C1SC2CS(=O)(=O)CC2N1c1cccc(F)c1 (centres undefined)	7%	/	/	-1%	/	/	0.1	59	-8%	0.2%	2.2%	-4%
COCCNC(=O)COc1ccc(Oc2ccccc2)cc1	7%	0	6	9%	i	2	0.8	91	-11%	0.1%	0.4%	15%
COC(=O)CSc1nc(C)c(C)c(C)c1C(N)=O	-4%	-8	3	-2%	i	-2	0.8	96	-16%	-0.2%	-0.2%	18%
COC(=O)c1[nH]c2ccccc2c1NS(=O)(=O)c1ccc(OC)cc1OC	-1%	-11	-62	-4%	i	1	0.6	84	-1%	0.1%	1.9%	0%	NS5 inhibitors pilot replicate=1.5
COC(=O)c1c(C(=O)OC)c2ccccn2c1C(=O)c1ccc([N+](=O)[O-])cc1	24%	/	/	0%	/	/	6.0	73	1%	0.3%	1.0%	-9%
O=C(CSC1=NCCS1)Nc1ccc(F)cc1	-3%	-1	-8	/	i	-8	-0.6	58	-6%	/	-1.7%	0%
O=C1N(Cc2cccc(Cl)c2)C[C@@H]2C[C@@H](c3cccn3-c3nccs3)N3CCC[C@@]123	-3%	-4	0	-17%	i	-20	1.1	66	-8%	0.2%	4.4%	-2%
COc1ccccc1NC(=O)C(C)OC(=O)C1CCC(C(C)(C)C)CC1 (centres undefined)	/	/	/	-5%	/	/	4.7	40	/	0.8%[50 µM]	0.8%	/
CC(=O)Oc1cc2c(C(=O)NCCN3CCOCC3)c(C)oc2c2ccccc12	0%	19	9	2%	i	12	1.8	43	-5%	-0.2%	4.0%	-4%

(further entries)
SMILES	AID2073	WT yeast gro inh	WT yeast gro inh mutant strain	NS5 inhibitors	Autophagy mod	Autophagy mod cell loss 18 h	NTR1 ag	NTR1 ag cell count 20 µM	LYP inhibition	UTI89 phage lysis	RSV CPE inhibition	GPR35 arrestin U2OS	others
COCCn1c(=O)[nH]c2cc(C(=O)NCCc3ccc(S(N)(=O)=O)cc3)ccc2c1=O	2%	-11	7	-1%	i	6	0.1	37	-4%	-0.7%	1.6%	-8%
COc1ccc(CNC(=O)c2cnc3cc(C)ccn3c2=O)cc1	20%	3	-2	1%	i	0	8.1	87	2%	-3.4%	-1.3%	-7%
CC(C)(C)c1nnc(NC(=O)C2CCN(c3ncccn3)CC2)s1	9%	-3	-15	-2%	i	-3	-1.4	46	-4%	7.3%	0.1%	-9%
CCN(c1ccc(OC)cc1)S(=O)(=O)c1ccc2c(c1)NC(=O)CS2	1%	/	/	3%	/	/	-0.8	58	-9%	0.0%	3.9%	19%
O=C(Nc1ccccc1N1CCCC1)c1cccc(-c2cc3ccccc3oc2=O)c1	20%	26	31	-2%	i	4	1.7	45	3%	0.6%[50 µM]	11%	4%
O=C(CN(C(=O)Cn1nnc(-c2cccs2)n1)c1ccc2c(c1)OCCO2)NCc1ccccc1	1%	1	-6	-12%	i	9	0.3	72	2%	0.1%	1.4%	-10%
COc1ccc(C(=O)N2c3ccccc3CC2C)cc1OC (centres undefined)	10%	13	9	-1%	i	-4	-2.3	102	-7%	2.3%	1.9%	2%
NS(=O)(=O)c1ccc2nc(NC(=O)c3ccncc3)sc2c1	0%	-2	0	-8%	i	34	-0.7	33	0%	-0.5%	-0.7%	-2%
CC1=C(C(=O)OCC(C)C)C(c2ccc(F)cc2)NC(=O)N1 (centres undefined)	2%	-10	4	-1%	i	-1	-0.2	44	-2%	-0.5%	-0.3%	-4%
CC1=C(C(=O)OCc2ccc3c(c2)OCO3)C(c2ccc(O)c([N+](=O)[O-])c2)NC(=O)N1 (centres undefined)	-5%	2	-5	-5%	i	-4	-0.2	78	0%	0.5%	0.0%	6%
Cc1cc(C(=O)N2CCC(CO)(Cc3cccc(C(F)(F)F)c3)CC2)n[nH]1	14%	/	/	4%	/	/	-0.6	53	-2%	3.4%	2.0%	-6%
O=C(Oc1ccccc1N1C(=O)C2CCCCC2C1=O)c1ccc(Cl)cc1 (centres undefined)	5%	19	16	-1%	i	8	0.8	81	-1%	1.3%	-1.6%	-15%
O=C(NCCC1=CCCCC1)C(=O)NCc1ccncc1	0%	-11	-11	-3%	i	7	-1.0	33	-2%	-0.3%	3.6%	-9%
O=C(CC12CC3CC(CC(C3)C1)C2)NCC(=O)N1CCCC1	-8%	9	60	/	i	1	0.3	55	-9%	-0.1%	1.3%	3%
Cc1ccccc1CSCCNC(=O)COc1ccc(Cl)cc1	5%	31	12	-3%	i	12	0.2	69	-2%	1.1%[50 µM]	14%	-7%
O=C(O)C1CCCCC1C(=O)Nc1ccccc1C(=O)N1CCN(c2ccc(F)cc2)CC1 (centres undefined)	-4%	-11	-22	-1%	i	-7	-1.6	62	2%	4.4%	2.7%	-5%
COc1ccc(N2CCN(Cc3nc4c(c(=O)n(C)c(=O)n4C)n3CCc3ccccc3)CC2)cc1	1%	0	-4	3%	i	23	-0.2	56	-1%	0.8%	2.0%	-3%
COc1ccc2c(c1)[nH]c1c(=O)n(CCN3CCOCC3)cnc12	-2%	/	/	-5%	/	/	0.2	55	-3%	1.3%[50 µM]	1.2%	4%
CCNc1ccc(S(N)(=O)=O)cc1[N+](=O)[O-]	-3%	-9	20	-3%	i	19	-1.0	68	-2%	0.1%	1.4%	-1%
COc1cc2[nH]c(=O)n(CCC(=O)N3CCN(Cc4ccccc4)CC3)c(=O)c2cc1OC	11%	-12	-2	-2%	i	10	-1.2	59	-1%	0.2%	-0.7%	1%
C/C(=N\O)c1ccc2[nH]ccc2c1	10%	-5	-10	1%	i	14	0.4	49	-5%	-1.5%	5.2%	-7%
CCc1nnc(NC(=O)CSc2nnc(COc3ccc(C)cc3)n2-c2ccccc2)s1	-3%	-1	10	-8%	i	3	1.5	98	-4%	1.1%	0.8%	5%

Molecules from the list above that have a Cl atom:
SMILES	AID2073	WT yeast gro inh	WT yeast gro inh mutant strain	NS5 inhibitors	Autophagy mod	Autophagy mod cell loss 18 h	NTR1 ag	NTR1 ag cell count 20 µM	LYP inhibition	UTI89 phage lysis	RSV CPE inhibition	GPR35 arrestin U2OS	others
O=C(/C=C/c1ccc(Cl)c(Cl)c1)NC1=NCCS1	-4%	19	-12	-2%	i	16	1.7	50	-7%	-1.2%	1.6%	11%
COc1ccc(OC)c(N2C(=O)C(Cl)=C(N3CCOCC3)C2=O)c1	1%	10	24	18µM*	i	-5	-0.6	69	-6%	-0.1%	3.7%	-4%
O=C(Nc1nc(-c2cc(Cl)sc2Cl)cs1)c1ccc(Br)s1	6%	31	4	-2%	i	-1	0.0	87	-7%	0.2%	12%	2%
COC(=O)c1ccc2c(c1)N(Cc1nc(-c3ccc(Cl)cc3)oc1C)C(=O)C1CCCN21 (centres undefined)	/	/	/	-9%	/	/	-0.1	63	/	0.1%	2.2%	/
O=C1N(Cc2cccc(Cl)c2)C[C@@H]2C[C@@H](c3cccn3-c3nccs3)N3CCC[C@@]123	-3%	-4	0	-17%	i	-20	1.1	66	-8%	0.2%	4.4%	-2%
O=C(Oc1ccccc1N1C(=O)C2CCCCC2C1=O)c1ccc(Cl)cc1 (centres undefined)	5%	19	16	-1%	i	8	0.8	81	-1%	1.3%	-1.6%	-15%
Cc1ccccc1CSCCNC(=O)COc1ccc(Cl)cc1	5%	31	12	-3%	i	12	0.2	69	-2%	1.1%[50 µM]	14%	-7%

Random excerpt: two records from the list
SMILES	AID2073	WT yeast gro inh	WT yeast gro inh mutant strain	NS5 inhibitors	Autophagy mod	Autophagy mod cell loss 18 h	NTR1 ag	NTR1 ag cell count 20 µM	LYP inhibition	UTI89 phage lysis	RSV CPE inhibition	GPR35 arrestin U2OS	others
CC(=O)N1N=C(c2ccccc2)CC1c1ccc(F)cc1 (centres undefined)	-5%	/	/	-8%	/	/	0.3	48	-3%	0.3%	1.9%	-6%
CC(Oc1ccccc1)C(=O)N=C1SC2CS(=O)(=O)CC2N1c1cccc(F)c1 (centres undefined)	7%	/	/	-1%	/	/	0.1	59	-8%	0.2%	2.2%	-4%

From PubChem BioAssay
